Screens: PubChem, National Center for Advancing Translational Sciences (NCATS)
GLS inhibitor: qHTS for Inhibitors of Glutaminase (GLS). Potency, µM (titrated, usually from 45.5 µM), for inactives: at the highest dose activity change, negative = inhibition, most hits filed as inhibitors. 0.21% of 410,000 active. GLS enzymatic activity, qHTS titration. Glutaminase kidney isoform, mitochondrial (Homo sapiens), O94925. AID 624170, 2012; note: % is set by controls: 0 for no effect and ±100 for the full control effect
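Two-point fluorescence kinetic (t0, 30 min RT) for hKGA; glutamate detected via glutamate oxidase–HRP–Amplex Red. Substrate: 1 mM L-glutamine solution; buffer 45 mM KH2PO4, pH 8.2.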
ALOX12 inh: Primary qHTS assay for inhibitors of human arachidonate 12S-lipoxygenase (ALOX12): Round 2; purified 12hLO, xylenol orange hydroperoxide absorbance; Potency, µM (doses to about 108 µM), inactives show at the top dose activity change, negative = inhibition, usual class: inhibitors; 1.1% of 580,000 active; note: % is set by controls: 0 for no effect and ±100 for the full control effect
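Purified human 12hLO at 150 nM in 25 mM Hepes, 0.01% Triton X-100, pH 7.0, preincubated 15 min at room temperature with compound. Reaction started with 40 uM arachidonic acid, 30 min at room temperature. Hydroperoxide measured by Fe-xylenol orange, 573/405 nm absorbance ratio.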
rTrxR1 inhibitor: qHTS Assay for Inhibitors of Mammalian Selenoprotein Thioredoxin Reductase 1 (TrxR1): qHTS; Thioredoxin reductase 1, cytoplasmic (Rattus norvegicus), O89049; recombinant rTrxR1, NADPH fluorescence consumption, selenite substrate; 1% of 390,000 active; Potency, µM (doses to about 114 µM), without a hit: at the top dose activity change, negative = inhibition, actives largely listed as inhibitors; note: % is set by controls: 0 for no effect and ±100 for the full control effect; nearly all actives have a fitted effect of over 65% in size
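Rat TrxR1 (90 nM in the dispensed reagent) was pre-reduced with 400 uM NADPH for 5 min at room temperature, then incubated with compound for 15 min. After 400 uM selenite was added, NADPH fluorescence (Ex 340/Em 450 nm) was followed for 8 min.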
Tb PGK inh: qHTS Assay to Find Inhibitors of Phosphoglycerate Kinase; Phosphoglycerate kinase, glycosomal (Trypanosoma brucei brucei), P07378; PGK/GAPDH coupled, Kinase-Glo luminescence, 60 min; Potency, µM (titrated, usually from 57.5 µM), inactives show top-dose activity change, negative = inhibition, hits mostly inhibitors; 0.043% of 380,000 active; note: % is set by controls: 0 for no effect and ±100 for the full control effect; nearly all actives have a fitted effect of over 60% in size
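Recombinant glycosomal PGK reaction used 1,3-bisphosphoglycerate generated in-well by GAPDH (100nM final) in 100mM TEA pH 7.6, 5mM MgCl2, 0.01% Tween-20. After 60 minutes at room temperature, ATP was read by Kinase-Glo Plus luminescence end-point.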
ERG Ets-DNA blk: qHTS for Small Molecule Inhibitors of the ERG Ets/DNA interaction; Potency, µM (doses to about 76.9 µM), for inactives: at the top dose FP activity, negative = inhibition, usual class: inhibitors; 0.028% of 370,000 active; Transcriptional regulator ERG (Homo sapiens), P11308; fluorescence polarization, His-ERG Ets domain / labelled DNA; active = well fitted inhibition curve with a large enough effect in the polarisation, with a control signal flat; inconclusive = small, poorly fitted or top-dose-only effect, or effect the other way, or a change in a side signal; inactive = no such curve, though single readings can be large or run the other way; the % refers to the polarisation;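 note: polarization taken with two DNA probes labelled with fluorescein and Texas red; % of control where 0% means no effect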
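His-tagged ERG Ets domain (1 uM in the protein solution; 300mM KCl, 50mM Tris-HCl, 1mM EDTA, 1mM DTT, pH 7.5) received compound, then a probe mix of 5 nM fluorescein-DNA and 100nM Texas-615-DNA. Fluorescence polarization was read for both dyes.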
HP1b chromo inh: HTS for Inhibitors of HP1-beta Chromodomain Interactions with Methylated Histone Tails; Chromobox protein homolog 1 (Homo sapiens), P83916; AlphaScreen HP1-beta / biotin-H3K9me3 peptide binding; Potency, µM (series often up to 114 µM), for the others: at the top dose activity change, negative = inhibition, usual class: inhibitors; 0.56% of 390,000 active; AID 540317, 2011; note: nearly all actives have a fitted effect of over 70% in size; inactives centre near 23
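Compound inhibition of the preformed complex between 50 nM HP1-beta and 50 nM biotinylated H3K9me3 peptide was read by AlphaScreen. Buffer was PBS pH 7.4 with 0.01% Tween-20. Incubations ran 30 min at room temperature, with 10 ug/mL donor/acceptor beads.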
Pin1 inh: qHTS Assay to Find Inhibitors of Pin1 | Peptidyl-prolyl cis-trans isomerase NIMA-interacting 1 (Homo sapiens), Q13526 | Pin1 FP peptide displacement, HiFluor488, 10 min | Potency, µM (highest dose often 115 µM), for inactives: at the highest dose activity, negative = inhibition, hits mostly inhibitors | 0.009% of 390,000 active | AID 504891, 2011; active = well fitted inhibition curve with a large enough effect in the polarisation, with a control signal flat, not every such curve was filed as active; inconclusive = small, poorly fitted or top-dose-only effect, or effect the other way, or a change in a side signal; inactive = no such curve, though single readings can be large or run the other way; the % refers to the polarisation; note: % is set by controls: 0 for no effect and ±100 for the full control effect
JMJD2A Tudor inh: qHTS Assay for Inhibitors of JMJD2A-Tudor Domain; Lysine-specific demethylase 4A (Homo sapiens), O75164; AlphaScreen JMJD2A-Tudor / H3K4me3 peptide binding; Potency, µM (doses to about 114 µM), inactives show at the top dose activity change, negative = inhibition, most hits filed as inhibitors; 4.4% of 390,000 active; note: % is set by controls: 0 for no effect and ±100 for the full control effect; nearly all actives have a fitted effect of over 50% in size
Target sequence (O75164 whole entry, looked up, the tested form may be a part): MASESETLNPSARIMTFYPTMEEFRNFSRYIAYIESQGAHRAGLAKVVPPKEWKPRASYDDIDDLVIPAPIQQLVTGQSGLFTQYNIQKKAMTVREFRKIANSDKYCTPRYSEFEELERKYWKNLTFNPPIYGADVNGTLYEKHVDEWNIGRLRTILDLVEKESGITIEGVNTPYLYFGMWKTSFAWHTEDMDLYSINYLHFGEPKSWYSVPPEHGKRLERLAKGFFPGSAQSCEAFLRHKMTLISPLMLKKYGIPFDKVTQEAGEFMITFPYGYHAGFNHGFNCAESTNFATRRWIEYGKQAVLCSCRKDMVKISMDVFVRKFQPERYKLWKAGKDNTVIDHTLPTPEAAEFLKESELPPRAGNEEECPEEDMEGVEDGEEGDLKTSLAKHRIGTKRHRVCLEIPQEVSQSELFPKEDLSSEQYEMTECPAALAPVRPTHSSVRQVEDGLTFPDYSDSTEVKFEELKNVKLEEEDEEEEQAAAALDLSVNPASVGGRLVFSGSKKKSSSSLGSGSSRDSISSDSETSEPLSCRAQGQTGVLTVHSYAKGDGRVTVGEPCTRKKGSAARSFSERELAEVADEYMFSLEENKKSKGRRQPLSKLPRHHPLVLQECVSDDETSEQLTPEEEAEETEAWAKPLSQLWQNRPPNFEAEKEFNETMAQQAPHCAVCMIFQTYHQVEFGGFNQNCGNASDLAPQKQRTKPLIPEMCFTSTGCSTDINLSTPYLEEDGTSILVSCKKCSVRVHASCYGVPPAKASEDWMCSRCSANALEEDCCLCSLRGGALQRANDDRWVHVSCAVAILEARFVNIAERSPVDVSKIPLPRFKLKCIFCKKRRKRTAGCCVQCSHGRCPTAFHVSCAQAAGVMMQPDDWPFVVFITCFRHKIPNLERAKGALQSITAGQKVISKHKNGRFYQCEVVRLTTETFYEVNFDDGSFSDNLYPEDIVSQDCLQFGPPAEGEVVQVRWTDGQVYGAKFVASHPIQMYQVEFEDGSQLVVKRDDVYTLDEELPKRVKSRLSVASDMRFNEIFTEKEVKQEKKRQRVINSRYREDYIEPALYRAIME
RGS4 inh: Inhibitors of Regulator of G Protein Signaling (RGS) 4: qHTS | Regulator of G-protein signaling 4 (Homo sapiens), P49798 | Transcreener GDP fluorescence polarization, RGS4-accelerated GTP hydrolysis | Potency, µM (highest dose often 114 µM), for inactives: at the highest dose activity change, negative = inhibition, most hits filed as inhibitors | 0.039% of 390,000 active | AID 504845, 2011; note: % is set by controls: 0 for no effect and ±100 for the full control effect; nearly all actives have a fitted effect of over 75% in size; some results filed as inactive show a strong effect at the top dose
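MLSMR compounds (23 nl, pin-transferred) preincubated 10 min at room temperature with a 500nM (2x) first reagent, then RGS4 at 900nM (2x) plus Transcreener GDP mix added; fluorescence polarization (620/688 nm) read before and after 90 min at 30 °C.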
Active calls of the source: *; i = inactive; ? = inconclusive; . = not tested or not shown; & = joins results of further samples; [ ] = dose if it differs, or a comment. Unless noted, calls come from the whole dose curve; as a rule, active = well fitted curve in the direction sought with a large enough effect; inconclusive = small, poorly fitted or top-dose-only effect, or another doubt; inactive = no such curve, though single readings can be large; an effect the other way counts as inactive or inconclusive. Potency is the fitted concentration of half-maximal effect. Only part of the results is shown; count on the stated rates, not on these rows.

The line under a structure holds: GLS inhibitor, ALOX12 inh, rTrxR1 inhibitor, Tb PGK inh, ERG Ets-DNA blk, HP1b chromo inh, Pin1 inh, JMJD2A Tudor inh, RGS4 inh
CC(C)=CC(=O)N1CCC(N2CCC(C(=O)N3CCOCC3)CC2)CC1
    4%, -4%, 17%, -4%, -3%, 56%[activator], 13%, 2%, 8%
CCN(CC)c1ccc2c(Cl)c(Br)c(=O)oc2c1
    5%, ., ?, -3%, 2%, 466%[activator], ?, 104%[activator][57.1 µM], -25%[56.9 µM]
CCn1c(SCC(=O)Nc2sc3c(c2C(N)=O)CCC(C)C3)nnc1-c1ccco1 (stereo unspecified)
    4%, ?, -17%, -11%, 8%, -2%, ?, -30%, -51%
COc1ccc(-c2nn(-c3ccccc3)cc2C(N)=O)cc1OC
    13%, 0%, 10%, 6%, -1%, 54%[activator], 0%, -10%, 21%
COCC(C)n1c(C)cc(C(=O)COC(=O)CNC(=O)c2ccccc2)c1C (stereo unspecified)
    -1%, 2%, -9%, ., -20%, 5%, -3%, -27%, ?
CC(C)[C@H](NC(=O)c1ccccc1F)C(=O)NC1CCCCCCC1
    -2%, 105%[activator], -5%, 3%, 0%, 24%, 1%, -5%, 5%
CSCC[C@H](NC(=O)[C@@H]1CSC2c3ccccc3C(=O)N21)C(=O)NC1CCCC1 (stereo partly specified)
    -9%, 1%, 20%, i, 4%, 25%, -3%, -4%, 27%
Brc1ccc(Sc2cnc3ccccc3n2)cc1
    1%, 5%, -17%, -3%, 4%, 220%[activator], 44%[activator], 142%[activator], 0%
O=C(c1ccc([N+](=O)[O-])cc1)N1CCN(c2cccc3[nH]ccc23)CC1
    14%, 69%[activator], 15%, 5%, -5%, 15%, -1%, -24%, -6%
CCN(Cc1nc2ccccc2c(=O)[nH]1)C(=O)c1ccc(C)c(NC(=O)c2ccco2)c1
    4%, -7%, -9%, 2%, 7%, 38%, 1%, -12%, -13%
O=C(NC1CCCCC1)c1cc(C(=O)c2ccccc2Br)c[nH]1
    0%, -5%, 21%, -6%, -6%, 41%[activator], -1%, 8%, 11%
CC(NC(=O)C1CCC(=O)N1Cc1ccccc1Cl)c1ccccc1 (stereo unspecified)
    -1%, 14%, 15%, -2%, -1%, 42%[activator], -10%, -10%, -2%
CCOC(=O)C1CCN(Cc2ccc(OCc3ccccc3)c(OC)c2)CC1
    -4%, ., 0%, -10%, -10%, -2%, -2%, -6%, -16%
CCCCOC(=O)COc1ccc(Cl)cc1Cl
    -8%, 2%, 19%, 8%, 11%, 141%[activator], -12%, 118%[activator], 2%
COc1ccc(-c2nc(CSCC(=O)NC3CC3)c(C)o2)cc1OC
    1%, -10%&6%, 9%, i, -8%, 22%, -9%, -23%, 15%[11.4 µM]
O=C(CSc1ccc2nnc(CCNC(=O)c3ccccc3)n2n1)NC1CCCC1
    0%, 197%[activator], 8%, 8%, -2%, 11%, 0%, -10%, 18%
COc1ccc(CCn2c(C)cc3c(c2=O)C(c2ccncc2)C(C#N)=C(N)O3)cc1OC (stereo unspecified)
    9%, -4%, 0%, i, 4%, 28%, -9%, -18%, 8%
COC(=O)C1CCN(Cc2cn(-c3ccccc3)nc2-c2ccc3c(c2)OCO3)CC1
    -10%, -5%, 16%[57.1 µM], -7%, -18%, 10%, -4%, -20%, -13%
CC(=O)Nc1ccc(CN2CCCCCC2)cc1
    11%, -16%, 36%[2.29 µM], 2%, -4%, 9%, -1%, -4%, -7%
Cc1ccc(Nc2c(-c3ccc(C)o3)nc3cccc(C)n23)cc1
    26%, 45µM*, -29%&15%, i, 4%, ?, ?, 45µM*, ?

The final 2 compounds of the section before lead into the next:
The line under a structure holds: GLS inhibitor, ALOX12 inh, rTrxR1 inhibitor, Tb PGK inh, ERG Ets-DNA blk, HP1b chromo inh, Pin1 inh, JMJD2A Tudor inh, RGS4 inh
CC(=O)Nc1ccc(CN2CCCCCC2)cc1
    11%, -16%, 36%[2.29 µM], 2%, -4%, 9%, -1%, -4%, -7%
Cc1ccc(Nc2c(-c3ccc(C)o3)nc3cccc(C)n23)cc1
    26%, 45µM*, -29%&15%, i, 4%, ?, ?, 45µM*, ?
C=CCN1CCc2cc(O)c(O)cc2C(c2ccccc2)C1 (stereo unspecified)
    -8%, ?, ?, 1%, 1%, 10%, 0%, -24%, -24%[56.9 µM]
C[C@H](CO)N1C[C@H](C)[C@@H](CN(C)Cc2ccc(-c3ccccc3)cc2)Oc2c(NC(=O)Cc3ccccc3)cccc2C1=O
    16%, ., 14%, i, 0%, 8%, 3%, ?, 1%
CCC1CCCCN1CCCNC(=O)c1sc2nc(C)cc(C)c2c1-n1cccc1 (stereo unspecified)
    -7%, -22%, 15%, -4%, 1%, 27%, 0%, -21%, 11%
Cc1cccc(N(CC(=O)NCCSCc2ccccc2)S(C)(=O)=O)c1C
    15%, 1%, 4%[57.1 µM], 4%, 3%, -4%, 4%, -18%, 0%
Cc1ccc(C)c(N2CCN(C(=O)c3cc(S(=O)(=O)N4CCOCC4)cn3C)CC2)c1
    -1%, 7%, 15%[57.1 µM], 0%, -6%, 22%, -1%, -18%, -14%
O=C(CCOc1cccc(Br)c1)NNC(=O)COc1ccc(F)cc1
    -2%, 3%, 16%, -5%, 7%, 47%[activator], 6%, -7%, 3%
Cc1c(Cl)cccc1NC(=O)CN1C(=O)COc2ccc(S(=O)(=O)N3CCOCC3)cc21
    -6%, ?, 22%, 1%, -2%, 21%, -2%, -20%, 2%
CCOc1ccc(N2CC(=O)Nc3ccccc3NCC2=O)cc1
    -19%, -21%, ?, -2%, -3%, -2%, 0%, ?, -44%
O=S(=O)(c1ccccc1)N1CCN(Cc2cc3c(cc2Br)OCCO3)CC1
    -2%, ?, 7%, i, -21%[15.4 µM], 25%, 4%, -15%, -36%
O=C1CS/C(=N/N=C/c2ccccc2)N1c1ccc(O)cc1
    0%, 8%, 2%[57.1 µM], -10%, -2%, 21%, 5%, -14%, 0%
CCCOc1ccc(/C=N/n2nnnc2N)cc1OC
    -6%, 31%[activator], -9%, -10%, 4%, -10%, -10%, -8%, -2%
COc1cc(C2C(C(C)=O)=C(O)C(=O)N2c2ccc(C)cc2)ccc1O (stereo unspecified)
    25%, ?, -16%, -5%, 0%, 24%, 0%, -2%, 14%
O=S(=O)(NCCc1cn(S(=O)(=O)c2ccccc2)c2ccccc12)c1ccccc1
    ., ., -3%, ., ., 0%, 4%, 50µM*, 3%
Cc1ccnc2nc(C(=O)OCC(=O)c3c[nH]c4ccccc34)nn12
    13%, -59%&-8%, 11%, -7%, 5%, ?, ?, -25%, 25%
Cc1ccc(C23CC4CC(CC(CC(=O)N5CCOCC5)(C4)C2)C3)cc1
    -10%, -2%, -8%, -5%, 6%, 30%, ?, -36%, 14%
Cc1ccc2nc(N(CCN(C)C)C(=O)/C=C/c3cccs3)sc2c1
    3%, -17%, -12%, 0%, -7%, 22%, 2%, -12%, 18%
CCn1c(/C=C/c2cc[n+](C)cc2)nc2ccccc21
    -7%, 11µM*, -1%, -1%, 9%, 8%, ?, ?, -34%
C[C@H](O)[C@@H]1C(=O)N2CCc3ccc(-c4cccc(F)c4)cc3[C@@H]2C[C@@H]1N(C)S(=O)(=O)c1ccccc1
    2%, 7%, 12%, 8%, 0%, 27%, 29%, -20%, -2%
Cc1ccc(-c2nnc(Nc3ccc(Br)cc3)c3ccccc23)cc1S(=O)(=O)NCC1CCCO1 (stereo unspecified)
    2%, -4%, 14%, -8%, 2%, 8%, 0%, -23%, -1%
Cc1ccc2nsnc2c1S(=O)(=O)NCc1ccncc1
    -1%, 373%[activator], -9%, 7%, -2%, 24%, -7%, -6%, -19%
Brc1ccc(-c2cnc(-c3cccs3)o2)cc1
    -18%, ?, -5%, -3%, -5%, 52%[activator], 6%, 236%[activator], 29%
CN(C)CCNc1nc(-c2ccccc2)c2c(c1C#N)CC(C)(C)OC2
    3%, -2%, -13%, 1%, -7%, 10%, 7%, 2%, 8%
CCOc1ccc(NC(=S)N2CCC(c3ccc(C)cc3)C2)cc1 (stereo unspecified)
    15%, i, 35%, i, -3%, 39%[activator], -2%, -11%, 6%
Cc1ccc(C(=O)NCC(=O)NCC(=O)OCC(=O)c2cccs2)cc1
    -13%, 10%, 5%[57.1 µM], i, 5%, 35%, -8%, 6%, -17%
COCC(=O)NC1CC2CCCC(C1)N2Cc1ccccc1 (stereo unspecified)
    11%, -21%, 20%[57.1 µM], 3%, 0%, 34%, -2%, -13%, -1%
COc1ccc(CC(C(=O)Nc2ccc(OC)cc2)c2nn[nH]n2)cc1 (stereo unspecified)
    1%, 4.5µM*, 18%, 2%, 1%, 40%[activator], -3%, -1%, 5%
Cc1ccc(/C=N/NC(=O)c2ccccc2OCc2ccc(F)cc2)o1
    3%, -17%, -19%, 10%, -5%, 10%, 1%, -14%, -3%
